Autophagy mod = autophagy modulators in MEF cells, primary screen, imaging, high-content, MEF GFP-LC3 | MEF GFP-LC3 puncta imaging; test concentration mostly 10 µM | calls only at 10 µM (by protocol) | actives 0.98% (n = 190,000) | AID 463193, 2010;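 active means percentage of spot-positive cells more than 3 SD above its plate mean, without a fluorescence outlier flag or 80% toxicity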;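 further: spot-positive cell cutoff set from DMSO-treated cells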
Hep lipid drop = inhibitors of hepatocyte lipid droplet formation, primary screen, imaging, high-throughput imaging, BODIPY stain | inhibition, % at 6.5 µM | AML12 mouse hepatocytes, oleate lipid droplets | actives 0.4% (n = 240,000);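 active means lipid droplet intensity inhibited by at least 50%, with more than 500 cells counted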
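Assay system: AML12 hepatocytes (mouse) / Also added: 100 µM oleic acid challenge / Times: overnight treatment with compound plus oleate / Detection: high-content imaging of BODIPY-stained droplets and DAPI nuclei / Evaluation: % inhibition of lipid droplet signal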
TNAP activation fold = human TNAP enzyme activators, primary screen, biochemical, luminescent, no phosphate acceptor, uHTS (AID 1001); Alkaline phosphatase, tissue-nonspecific isozyme (Homo sapiens); purified TNAP, luminescent activation assay, no phosphate acceptor; higher activation fold means a stronger effect; activation fold at 20 µM; hits with a dose series show EC50 in µM; actives 0.03% (n = 200,000); in the data active means activation fold from about 3, or a potency from the dose series; inactive means the rest, 99 in 100 with activation fold below about 1.6; further: many of its hits are not listed in these tables
bCat nuc transl = modulators of beta-catenin nuclear translocation, primary screen, imaging, HeLa cells, immunofluorescence, high-content | nuclear translocation activity, % at 5 µM | AID 1665, 2009 | actives 0.3% (n = 190,000);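 active means nuclear translocation activity above 50% at 5 µM, with a well cell count of 50 or more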;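 further: per-cell ratio of nuclear to cytoplasmic median beta-catenin stain intensity; plate controls were DMSO negative control for no effect and GSK-3 inhibitor IX positive control for full effect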
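Test system: human HeLa cells, native beta-catenin. Compound dosing: 5 µM primary single dose, 0.1% DMSO, 0.02–20 µM confirmation series. Incubation: compound exposure 24 h at 37°C. Detection: beta-catenin immunostaining with DAPI counterstain, 20x imaging, 6 fields/well. Read-out basis: Nuclear/cytoplasmic beta-catenin signal ratio, % activation.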
PMI inhibition = human PMI inhibitors, high substrate, primary screen, biochemical, fluorescence intensity, high mannose 6-phosphate (AID 1220); Mannose-6-phosphate isomerase (Homo sapiens); recombinant PMI enzyme, coupled fluorescence intensity; higher % means a stronger effect; inhibition, % at 20 µM, or IC50 in µM where a hit was titrated; actives 0.66% (n = 190,000)
T cell modulator = modulators of CD8 T cell-vesicle binding, primary screen, mouse 2C CD8+ T cells, flow cytometry; actives 0.068% (n = 330,000); 2C CD8+ T cell-vesicle binding; stronger effect = lower value; calls only at 7 µM; AID 2052, 2009;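 active means response, share of CD8 T cells binding vesicles, and their 90th percentile fluorescence all below set limits, cut at about 80% in these data, passing the limit was not always enough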
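Material: murine 2C transgenic CD8+ T lymphocytes / Also added: QL9-peptide-loaded Drosophila micro-vesicles bearing Ld, ICAM-1 and B7-1 / Schedule: binding step 1.5 h, 37 °C, antibody labelling 20 min, ice / Signal: flow cytometry, PE anti-B7-1 (FL2) versus Alexa647 anti-CD8 (FL8), PFA-fixed / Evaluation: percent CD8+ FL2 mean versus row control / Benchmarks: naked versus QL9-loaded vesicles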
PMI inhibitors = inhibitors of human PMI, primary screen, biochemical, fluorescence intensity, coupled assay (AID 1209); Mannose-6-phosphate isomerase (Homo sapiens); purified PMI enzyme, coupled fluorescence intensity; higher % means a stronger effect; one-dose inhibition, % at 20 µM; IC50 in µM for titrated hits; actives 0.42% (n = 190,000);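 further: plate controls were DMSO vehicle for no effect and wells lacking substrate for full effect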
MT stabilize HCS = microtubule stabilizers in HeLa cells, primary screen, imaging, high-content imaging | HeLa tubulin immunostaining HCS, 24 h; share of cells brighter than vehicle mean+2SD | % tubulin-high responders, % at 10 µM | actives 0.83% (n = 200,000) | AID 2205, 2009;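 active means plate Z-score above 3 for both tubulin-high and condensed-nucleus cell shares, with cell loss under 80%, at 10 µM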;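 further: anti alpha tubulin signal scored within the nucleus-defined area of each cell; some results filed as inactive read as strong as hits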
Insulin prom up = insulin promoter activators in MIN6 cells, imaging, high-content screening, mouse beta cells. MIN6 insulin promoter-GFP reporter; stronger effect = higher value. z-score at 5 µM. actives 0.3% (n = 190,000);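 active means z-score above 3 at 5 µM with at least 500 cells counted in the well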
Insulin prom up cell count = further read-out of Insulin prom up, marked with its call; cell count; measured here: cytotoxicity, nuclei count;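 total cells summed across four imaged fields per well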
Hep lipid drop cells 6.5 µM = recorded beside Hep lipid drop, whose call it bears; cell count; measured here: cell count, cytotoxicity flag;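 cells counted across two imaged fields per well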
bCat nuc transl cell count 5 µM = recorded beside bCat nuc transl, whose call it bears; cell count; measured here: cell count, cytotoxicity flag
T cell modulator vesicle-bound % = recorded beside T cell modulator, whose call it bears; double positive events, %; measured here: CD8+ vesicle-bound cell fraction;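 binding gate set so that unloaded-vesicle control wells show 10% double positive cells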
MT stabilize HCS Hoechst-high % = also measured in MT stabilize HCS; calls as there; % Hoechst-high responders; measured here: nuclear condensation Hoechst responders;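 share of cells brighter than vehicle mean plus two SD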
MT stabilize HCS cytotoxicity % = also measured in MT stabilize HCS; calls as there; toxicity, %; measured here: cytotoxicity by cell density;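 0% = mean cell density of plate MIN control wells and 100% = no cells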
Autophagy mod cell loss 18 h = also measured in Autophagy mod; calls as there; toxicity, %; measured here: cell loss, nuclei count;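 cell loss after 18 h compound exposure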
Active calls of the source: *; i = inactive; nt = no result given. Unless noted, no stated cut-off is given here; in the data, active means inhibition above about 50%; inactive means the rest.

The first 3 records, to show the layout:
Values run as follows: Autophagy mod, Autophagy mod cell loss 18 h, Hep lipid drop, Hep lipid drop cells 6.5 µM, TNAP activation fold, bCat nuc transl, bCat nuc transl cell count 5 µM, PMI inhibition, T cell modulator, T cell modulator vesicle-bound %, PMI inhibitors, MT stabilize HCS, MT stabilize HCS Hoechst-high %, MT stabilize HCS cytotoxicity %, Insulin prom up, Insulin prom up cell count
Cc1ccc(S(C)(=O)=NC(=O)NC(=O)c2c(F)cccc2Cl)cc1 (stereo not given)
    nt, nt, 1, 733, nt, 1.6, 1239, nt, i, 56, nt, nt, nt, nt, -0.33, 934
NS(=O)(=O)c1ccc(CCNC(=O)CSc2nc3ccsc3c(=O)n2CC(=O)O)cc1
    i, -6, 0, 694, 1.1, -2.2, 1165, -1%, i, 53, 2%, 3.4, 2.9, 8.4, -0.15, 1438
O=C(NCCCN=C1NS(=O)(=O)c2ccccc21)c1ccco1
    i, -1, 0, 713, 1.1, 1.8, 1014, 3%, i, 38, -3%, 4.1, 2.1, 5.0, 0.12, 1208

The list itself, previewed entries included:
Values run as follows: Autophagy mod, Autophagy mod cell loss 18 h, Hep lipid drop, Hep lipid drop cells 6.5 µM, TNAP activation fold, bCat nuc transl, bCat nuc transl cell count 5 µM, PMI inhibition, T cell modulator, T cell modulator vesicle-bound %, PMI inhibitors, MT stabilize HCS, MT stabilize HCS Hoechst-high %, MT stabilize HCS cytotoxicity %, Insulin prom up, Insulin prom up cell count
Cc1ccc(S(C)(=O)=NC(=O)NC(=O)c2c(F)cccc2Cl)cc1 (stereo not given)
    nt, nt, 1, 733, nt, 1.6, 1239, nt, i, 56, nt, nt, nt, nt, -0.33, 934
NS(=O)(=O)c1ccc(CCNC(=O)CSc2nc3ccsc3c(=O)n2CC(=O)O)cc1
    i, -6, 0, 694, 1.1, -2.2, 1165, -1%, i, 53, 2%, 3.4, 2.9, 8.4, -0.15, 1438
O=C(NCCCN=C1NS(=O)(=O)c2ccccc21)c1ccco1
    i, -1, 0, 713, 1.1, 1.8, 1014, 3%, i, 38, -3%, 4.1, 2.1, 5.0, 0.12, 1208
Cc1c(C#N)c(O)n(C)c(=O)c1N=Nc1ccc(S(N)(=O)=O)cc1
    i, 10, 5, 777, 0.8, 1.2, 394, 29%, nt, nt, 10%, 4.0, 1.5, 3.6, nt, nt
COc1c(C)cc(Br)cc1C(=O)O
    i, -7, 1, 640, 1, 0.1, 1109, 13%, i, 32, 17%, 2.0, 1.9, 5.8, 2.3, 1718
CCOC(=O)C1CCN(C(=O)CN(Cc2ccccc2)S(C)(=O)=O)CC1
    i, 0, -4, 703, 1.1, nt, nt, 11%, i, 6, 9%, 3.3, 2.2, 3.1, 0.34, 1171
Nc1sc2c([n+]1CCCS(=O)(=O)[O-])CCCC2
    i, -2, -17, 698, 1, 4.9, 882, 23%, i, 37, 0%, 2.9, 3.7, 7.7, -0.68, 1638
O=C(CN(C(=O)CCC(=O)Nc1nccs1)c1cccc(F)c1)NCC1CCCO1 (stereo not given)
    i, -12, 1, 744, 1, -3.3, 1196, 8%, i, 16, 9%, 1.2, 1.2, 3.9, 1, 1260
CN(Cc1ccccc1)C1CC(=O)N(c2ccc(C(=O)O)cc2)C1=O (stereo not given)
    i, -4, 5, 615, 1.1, -0.2, 1065, 4%, i, 8, 5%, 2.4, 2.0, 9.8, -0.19, 1256
Cc1cc(NC(=O)CN2CCCCCCC2)no1
    i, 0, nt, nt, 1.1, -1.6, 1039, -4%, i, 35, -2%, 2.4, 0.7, 4.6, 0.1, 1167
O=[N+]([O-])c1ccc(Cl)c(S(=O)(=O)NCC2CCCO2)c1 (stereo not given)
    i, -4, -12, 578, 1.1, 0.6, 1172, 1%, i, 19, 9%, 4.1, 1.1, 0.3, nt, nt
O=C(/C=C/c1ccco1)Nc1ccccc1N1CCOCC1
    i, 7, 0, 636, 1.1, -3.4, 609, 14%, i, 21, 2%, 6.0, 1.7, 6.0, -0.43, 1346
S=C(Nc1ccc2nsnc2c1)N1CCCCCC1
    i, 0, -14, 760, 1.1, -1.0, 1525, nt, i, 34, nt, 2.1, 2.4, 6.4, -0.92, 1690
CC(CN1CCCCC1)C(=O)NNC(=O)C12CC3CC(CC(C3)C1)C2 (stereo not given)
    i, -10, 7, 695, 1.1, 3.3, 1030, 1%, i, 36, -2%, 1.6, 1.8, 3.4, -0.1, 1065
O=C(O)C1C2C=CC(C2)C1C(=O)NCc1ccc2c(c1)OCO2 (stereo not given)
    i, -1, 9, 756, 1.1, -6.0, 1137, -8%, i, 3, 1%, 2.5, 3.7, 4.5, 0.54, 834
O=C(NC1CCS(=O)(=O)C1)c1ccc(-c2ccc(Br)cc2)o1 (stereo not given)
    i, 3, nt, nt, 1, -0.3, 1177, 11%, i, 49, 4%, 3.3, 2.2, 5.1, 1.1, 978
CCCn1c(SCC(=O)Nc2nccs2)nnc1-c1cccnc1
    i, -5, nt, nt, 1.1, -6.2, 1038, 6%, i, 38, 4%, 1.3, 1.0, 3.4, 0.19, 1152
CSc1ccccc1C(=O)Nc1nc2ccccc2c(=O)[nH]1
    i, 17, -12, 713, 1, 0.8, 991, 3%, i, 24, 12%, 2.5, 2.1, 5.6, 0.06, 1457
CCCc1c(C(=O)O)cnn1-c1ccc(Cl)cc1
    nt, nt, -7, 672, nt, 1.5, 1347, nt, i, 3, nt, nt, nt, nt, -0.36, 1099
Cc1c(Cc2ccccc2)c(NCCCO)n2c(nc3ccccc32)c1C#N
    nt, nt, 16, 722, nt, -0.5, 1334, nt, i, 17, nt, nt, nt, nt, -0.53, 990
COC(=O)c1c(/N=C/N(C)C)sc2c1CCN(c1ncc(C(F)(F)F)cc1Cl)C2
    i, 0, nt, nt, 1.1, -0.1, 739, -1%, i, 57, -1%, 6.6, 2.5, 12, -0.65, 1036
CC(=O)Nc1cccc(Oc2ccc([N+](=O)[O-])cc2Cl)c1
    i, 20, -10, 624, 1, 3.2, 1022, -4%, i, 58, -9%, 1.7, 1.2, 3.5, 0.56, 1499
O=C(NCc1ccccc1)C1CCN(S(=O)(=O)c2cc([N+](=O)[O-])ccc2Cl)CC1
    i, 8, 1, 672, 1.1, -0.1, 862, 4%, i, 54, 10%, 4.2, 2.4, 6.7, 0.84, 1345
Oc1ccccc1C=NC1=NN(c2cccc(C(F)(F)F)c2)CC1
    i, 2, -6, 740, 0.8, -2.9, 1173, 19%, i, 48, 19%, 4.4, 2.2, 4.9, 0.01, 1138
COC(=O)CSc1nc2ccccc2o1
    i, 15, nt, nt, 1.1, 1.2, 1347, -7%, i, 14, 5%, 5.0, 4.2, 5.5, -0.51, 1674
O=C(COC(=O)c1ccc(Cl)c(S(=O)(=O)N2CCN(c3ccc(F)cc3)CC2)c1)Nc1cccc(Cl)c1
    i, -3, 0, 643, 1.1, -4.1, 580, 12%, i, 52, 10%, 2.6, 3.8, 7.8, 0.24, 1307
Cc1c(NC(=O)Cn2[nH]c(=O)c3ccccc3c2=O)c(=O)n(-c2ccccc2)n1C
    i, 2, -2, 744, 1.1, -0.7, 1110, 6%, i, 44, 15%, 3.2, 2.0, 3.2, 0.05, 898
O=C(CCSc1ccccc1)Nc1ccccc1C(=O)N1CCCC1
    i, -3, 6, 630, 1.1, 0.3, 1047, 1%, i, 36, 1%, 2.0, 2.6, 3.3, 0.59, 1376
N#Cc1ccc(NC(=O)Nc2cccc(C#N)c2)cc1
    nt, nt, 2, 694, nt, 5.1, 1019, nt, i, 32, nt, nt, nt, nt, -0.06, 1282
COc1ccc2c(c1)c(=O)c(C(=O)c1ccc(C)cc1)cn2CC(=O)Nc1ccc(F)cc1
    i, 8, nt, nt, 1.1, -3.0, 617, 5%, i, 40, 4%, 4.2, 2.0, 0.4, -0.83, 1328
Cc1sc2nc(CN3CCOCC3)nc(NS(=O)(=O)c3ccc4c(c3)OCCO4)c2c1C
    i, 20, nt, nt, 1.1, -2.8, 934, -7%, i, 28, -3%, 1.6, 1.1, 8.2, -0.58, 1074
Cc1ccccc1N(CC(=O)NC1CCCC1)C(=O)c1oc(C(C)(C)C)cc1C
    i, 15, -3, 656, 1.3, -0.4, 947, 14%, i, 46, 18%, 1.1, 1.3, 7.5, 1.1, 1822
Cc1ccc(OCCCC(=O)Nc2ccccc2C(F)(F)F)cc1
    i, 4, nt, nt, 1.1, -1.1, 1371, -3%, i, 11, 0%, 1.0, 2.0, 11, -0.41, 1565
Cc1ccc(NC(=O)c2cnn(C)c2)cc1[N+](=O)[O-]
    i, 5, -28, 655, 1.1, -2.4, 576, 16%, i, 39, 12%, 1.9, 1.9, 6.0, -0.13, 1250
CCCC(=O)O[C@H]1C[C@@H](C)N(C(=O)c2ccccc2)c2ccc(C)cc21
    i, -2, nt, nt, 1, -2.8, 835, 16%, i, 37, 13%, 3.2, 1.4, 9.9, 1.7, 1177

Taken from the entries so far (2 entries):
Values run as follows: Autophagy mod, Autophagy mod cell loss 18 h, Hep lipid drop, Hep lipid drop cells 6.5 µM, TNAP activation fold, bCat nuc transl, bCat nuc transl cell count 5 µM, PMI inhibition, T cell modulator, T cell modulator vesicle-bound %, PMI inhibitors, MT stabilize HCS, MT stabilize HCS Hoechst-high %, MT stabilize HCS cytotoxicity %, Insulin prom up, Insulin prom up cell count
Cc1sc2nc(CN3CCOCC3)nc(NS(=O)(=O)c3ccc4c(c3)OCCO4)c2c1C
    i, 20, nt, nt, 1.1, -2.8, 934, -7%, i, 28, -3%, 1.6, 1.1, 8.2, -0.58, 1074
Cc1ccccc1N(CC(=O)NC1CCCC1)C(=O)c1oc(C(C)(C)C)cc1C
    i, 15, -3, 656, 1.3, -0.4, 947, 14%, i, 46, 18%, 1.1, 1.3, 7.5, 1.1, 1822
